Mdm2 MdmX PPI: human Mdm2/MdmX binding inhibition; SaOS-2 split-luciferase Mdm2/MdmX complementation, luminescence; inhibition, % at 8 µM; 330,000 compounds, 3% hits; AID 485346;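 active means inhibition of at least 50% at 8 µM in the primary screen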
CXCR6 inh: inhibitors of human CXCR6 receptor | CHO-K1 PathHunter CXCR6 beta-arrestin, luminescence | O00574 | 360,000 compounds, 0.36% hits | AID 602244 | inhibition, % at 20 µM; in the data active means inhibition above about 34%, passing the limit was not always enough;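 further: antagonist mode with CXCL16 agonist at 10 nM final; 0% = 10 nM CXCL16 with DMSO and 100% = unstimulated wells without agonist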
Target sequence (O00574 whole entry, looked up): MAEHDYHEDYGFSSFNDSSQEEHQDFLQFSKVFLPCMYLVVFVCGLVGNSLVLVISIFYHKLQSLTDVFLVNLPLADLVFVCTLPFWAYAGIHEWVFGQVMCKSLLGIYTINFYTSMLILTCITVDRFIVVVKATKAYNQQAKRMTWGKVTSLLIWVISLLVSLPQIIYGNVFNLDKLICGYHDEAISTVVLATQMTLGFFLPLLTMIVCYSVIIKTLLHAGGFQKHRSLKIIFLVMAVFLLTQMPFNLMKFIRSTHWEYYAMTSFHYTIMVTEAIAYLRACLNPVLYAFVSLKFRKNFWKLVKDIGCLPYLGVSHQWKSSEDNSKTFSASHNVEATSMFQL
tim10-1 inh: tim10-1 yeast growth inhibition; AID 463190; inhibition, % at 20 µM; 330,000 compounds, 2.2% hits; S. cerevisiae tim10-1 ts strain growth, BacTiter-Glo, 24 h;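 active means inhibition of at least 40%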;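 further: mutant grown at 25 °C; 0% = DMSO wells with yeast and 100% = wells holding no yeast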
APJ antagonist: antagonists of human APJ apelin receptor. P35414. CHO-K1 APJ beta-arrestin complementation, luminescence. inhibition, % at 20 µM. 330,000 compounds, 0.32% hits;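 active means inhibition above about 40% at 20 µM, limit read from the data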;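 further: cells challenged with 10 nM apelin-13 agonist together with compound; plate controls were apelin-13 plus DMSO wells for no effect and DMSO wells lacking apelin-13 for full effect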
Target sequence (P35414 whole entry, looked up): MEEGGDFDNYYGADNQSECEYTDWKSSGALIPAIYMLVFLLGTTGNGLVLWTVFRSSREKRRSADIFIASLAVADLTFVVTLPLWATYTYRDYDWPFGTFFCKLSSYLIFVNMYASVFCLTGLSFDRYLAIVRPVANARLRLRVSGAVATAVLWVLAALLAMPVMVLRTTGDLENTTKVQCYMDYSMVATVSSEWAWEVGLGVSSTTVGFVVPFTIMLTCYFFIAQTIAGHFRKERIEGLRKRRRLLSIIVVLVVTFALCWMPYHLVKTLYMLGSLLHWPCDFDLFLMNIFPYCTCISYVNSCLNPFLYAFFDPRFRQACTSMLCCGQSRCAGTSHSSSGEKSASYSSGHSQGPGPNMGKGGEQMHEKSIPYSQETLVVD
APJ agonist: agonists of human APJ apelin receptor | CHO-K1 APJ PathHunter beta-arrestin, luminescence; 0% DMSO wells, 100% apelin | activation, % at 20 µM | 330,000 compounds, 0.11% hits | AID 2520;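 active means activation more than six SD over the plate average, tested at 20 µM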;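 further: 0% = DMSO alone and 100% = apelin-13 at 10 nM; some results filed as inactive read as strong as hits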
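Material: engineered CHO-K1 APJ arrestin reporter cells; amount: 1000 CHO-K1 reporter cells seeded per well; incubation: compound stimulation 90 min at 25 °C, detection 60 min; signal: luminescent beta-gal fragment complementation, chemiluminescent substrate; read-out basis: APJ agonist activity; controls: DMSO-only wells as negative, 10 nM Apelin-13 as positive control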
CHOP UPR activ: activators of apoptotic arm of unfolded protein response (CHOP); activation, % at 10 µM; 330,000 compounds, 0.34% hits; CHO-CHOP luciferase reporter, UPR activation, luminescence; percent of tunicamycin response over DMSO baseline; AID 449763;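 active means at 10 µM dose, activation of 40% or more, normalized to positive control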;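 further: 100% = tunicamycin at 10 µg/mL and 0% = DMSO alone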
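System: CHO-CHOP luciferase reporter cell line | Buffer or medium: F12 medium containing 10% fetal bovine serum | Doses: One dose, 10 µM in 0.5% DMSO | Times: 6 h compound exposure at 37 °C after overnight seeding | Signal: Luciferase luminescence | Read-out: % activation vs tunicamycin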
tim23-1 inh: tim23-1 yeast growth inhibition | S. cerevisiae tim23-1 growth, BacTiter-Glo luminescence, 24 h | inhibition, % at 20 µM | 330,000 compounds, 1.3% hits | AID 463212;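 active means growth inhibition of the mutant yeast at or above 50%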;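 further: temperature-sensitive mutant grown at 25 °C; plate controls were DMSO-treated mutant yeast for no effect and medium wells lacking yeast for full effect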
TIM10 inh: inhibits growth of TIM10 yeast strain; inhibition, % at 10 µM; S. cerevisiae TIM10 strain growth, BacTiter-Glo luminescence, 24 h; 330,000 compounds, 1.4% hits;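 active means inhibition of 40% or more at the single tested concentration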;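 further: wild-type TIM10 isogenic control strain grown at permissive 25 °C; 0% = DMSO yeast wells and 100% = minimal medium wells without yeast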
UPR XBP1 act: adaptive UPR (XBP1) activation | CHO-XBP1 luciferase reporter, IRE1-XBP1 UPR activation, luminescence; percent of tunicamycin response, DMSO as zero | activation, % at 20 µM | 330,000 compounds, 0.33% hits | AID 463104;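 active means versus positive control, 20 µM dose yields 30% or more activation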;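 further: 100% = tunicamycin at 10 µg/mL and 0% = DMSO only wells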
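Material: CHO cell line with stable XBP1 luciferase reporter; buffer or medium: F12 medium containing 10% fetal bovine serum; compound: single point, 20 µM final compound, 1% DMSO; incubation: 6 h treatment, 37 °C; measured by: glow luminescence from Steady-Glo reagent; evaluation: activation, % of tunicamycin; control set: tunicamycin high, DMSO low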
The depositor's hits bear a star; . = not tested or not shown. A portion of the library, so the mix of outcomes need not match the whole.

Results follow in this order: Mdm2 MdmX PPI | CXCR6 inh | tim10-1 inh | APJ antagonist | APJ agonist | CHOP UPR activ | tim23-1 inh | TIM10 inh | UPR XBP1 act
> COc1ccccc1CCNC(=O)c1cnn2c(C(F)F)cc(C)nc12
    -12 | -8 | 5 | -3 | -1 | 0.2 | -1 | -31 | 4
> O=C(Nc1ncc2c(n1)-c1ccccc1CC2)c1ccc(F)cc1
    7 | -3 | 40* | 4 | 0 | 0.8 | 35 | 26 | 0
> CS(=O)(=O)N1CCCC(C(=O)N2CCc3ccccc3C2)C1 (configuration not stated)
    -13 | -4 | 8 | -1 | 0 | -4.2 | 11 | 8 | -5
> CC1CC(C)CN(CCCNC(=O)c2cc3c(s2)-c2ccccc2OC3)C1 (configuration not stated)
    38 | -2 | 20 | -14 | 3 | 3.6 | 14 | 16 | -3
> C[C@@H](CN1CCC(Cc2ccccc2)CC1)[C@@H](O)c1ccc(O)cc1
    -24 | -3 | -45 | 8 | 2 | 0.2 | -39 | -1 | -6
> CCCc1nnc(NC(=O)C2CCCO2)s1 (configuration not stated)
    8 | -8 | 13 | 6 | 1 | 0.0 | 4 | -6 | -2
> CCOC(=O)c1ccc2[nH]c3c(c2c1)CCCC3
    -34 | -15 | 42* | -13 | 0 | 1.5 | 28 | 29 | -3
> CC(C)(C)c1ccccc1NC(=S)NC1CCCC1
    18 | 5 | 32 | 23 | -3 | 1.1 | 39 | 23 | -2
> Cc1ccc(NCN2C(=O)C3CC=CCC3C2=O)cc1 (configuration not stated)
    -4 | 17 | 11 | 16 | -5 | 1.0 | 8 | 3 | 3
> O=C(O)c1sccc1S(=O)(=O)N1CCN(c2ccc(C(F)(F)F)cn2)CC1
    -14 | 6 | -8 | 1 | -3 | -1.4 | -1 | -13 | -1
> Cn1c(=O)c2c(SCC(=O)Nc3ccccc3F)nc(C3CC3)nc2n(C)c1=O
    79* | 11 | -2 | 10 | -2 | 0.3 | 2 | -3 | 7
> CCOC(=O)CSc1nnc(-c2ccc(S(=O)(=O)N3CCOCC3)cc2)n1-c1ccccc1
    -19 | 0 | 21 | 6 | 1 | -0.3 | 19 | 18 | -4
> Cc1cc(NC(=O)CSc2nc3c(cc2C#N)CCC3)no1
    -134 | 0 | -36 | -8 | -3 | 10 | 1 | 9 | 2
> Cc1ccc(CNC(=O)C2CCN(S(=O)(=O)c3cccc4nonc34)CC2)cc1
    32 | 5 | -3 | 4 | -3 | -1.5 | -8 | -4 | 0
> Cc1ccc(-c2csc3nnc(SCc4csc(C)n4)n23)cc1
    16 | 1 | 18 | -9 | -6 | -0.7 | 24 | 24 | -1
> CCOC(=O)Nc1cccc(Nc2ccccc2)c1
    12 | 2 | 21 | -17 | 0 | 0.6 | 35 | 31 | -2
> COc1cccc(C2CC(c3ccccc3)Nc3ncnn32)c1 (configuration not stated)
    19 | 3 | 16 | -10 | -2 | 0.1 | 4 | 7 | 1
> Cc1ccc(S(=O)(=O)N2CCC(=O)N(C(COCc3ccc(C(F)(F)F)cc3)C(C)C)CC2)cc1 (configuration not stated)
    20 | 9 | 9 | 17 | 0 | -2.0 | 15 | 10 | -3
> COC(=O)c1ccc2c(=O)n(CC3CCCO3)c(SCC(=O)NCCc3ccc(S(N)(=O)=O)cc3)nc2c1 (configuration not stated)
    6 | 3 | -6 | -3 | 0 | -0.6 | 11 | -3 | 0
> COc1ccc(Cl)cc1NC(=O)c1cc(-c2ccc(C)cc2O)n[nH]1
    4 | -2 | -5 | -18 | -1 | 4.0 | -14 | 13 | 0
> CSCC[C@H](NC(=O)C(C)Oc1ccc(Cl)cc1)c1nc2ccccc2[nH]1 (some centres not stated)
    13 | 3 | 17 | 7 | -1 | -2.2 | 18 | 26 | -3
> O=[N+]([O-])c1ccc(S(=O)(=O)NCCN2CCOCC2)cc1
    -5 | -3 | 6 | -24 | 2 | 0.3 | 5 | -7 | 0
> CC(C)(C)c1ccc2c(c1)OC(C(=O)N/N=C/c1ccc([N+](=O)[O-])o1)CO2 (configuration not stated)
    19 | -10 | -49 | -62 | 5 | 81* | 28 | 6 | 2
> CC(N=C1NS(=O)(=O)c2ccccc21)C(=O)NCc1ccc2c(c1)OCO2 (configuration not stated)
    -10 | -1 | -15 | 12 | 0 | -0.6 | -11 | -5 | -3
> C#CCOCCOCCOCCNc1nc(N2CCN(C(=O)[C@H](CCCCN)n3cc(CCC(=O)O)nn3)CC2)nc(N2CCN(C(=O)[C@H](CCCCN)n3cc(CC(C)O)nn3)CC2)n1 (some centres not stated)
    7 | 10 | 2 | 15 | 0 | -0.3 | 9 | -1 | 0
> Cc1ccc(NC(=O)CSc2nnc(/N=C/N(C)C)s2)cc1
    -1 | -2 | 6 | -5 | -2 | 1.3 | -4 | 8 | -2
> O=C(CN(C(=O)C1CSC(=O)C1)c1ccc(F)cc1)NCc1ccc2c(c1)OCO2 (configuration not stated)
    14 | 13 | -16 | -14 | -1 | -0.4 | 9 | 0 | -7
> COc1ccc(OCC2NCCc3cc(OC)c(OC)cc32)cc1 (configuration not stated)
    2 | -3 | 24 | -15 | 2 | 0.0 | 36 | 19 | -5
> CCOC(=O)C/C(=N\Nc1ncnc2ccccc12)c1ccccc1
    -25 | 4 | 12 | 6 | -4 | 3.7 | 20 | 3 | 1
> CCN(CC)CCCNC(=O)c1[nH]c(C)c(C(=O)NC2CCCCC2)c1C
    35 | 7 | 8 | -12 | -5 | -0.6 | -6 | 4 | 2
> CCN1CCN(c2nc3c(C)cccn3c(=O)c2/C=C(\C#N)S(=O)(=O)c2ccc(Cl)cc2)CC1
    -10 | 11 | 12 | 9 | -3 | 3.1 | -24 | 3 | -2
> Cc1ccc(C(=O)c2c3ccc([N+](=O)[O-])cc3[n+]([O-])n2CCC(N)=O)cc1
    35 | . | 3 | -13 | 16 | 1.5 | -2 | 2 | 0
> CCOC(=O)N1CCN(CC(=O)Nc2cc(OC)c(OC)cc2C#N)CC1
    23 | -7 | 6 | -16 | -2 | -0.3 | -1 | -20 | -3
> COc1ccc(NC(=O)c2cc3ccccc3o/c2=N\NS(=O)(=O)c2ccc(C)cc2)cc1
    38 | 11 | 13 | 19 | -3 | 6.9 | 1 | -18 | -1
> S=C(NCC1CCCO1)Nc1ccccc1Cl (configuration not stated)
    11 | 6 | 25 | -5 | 2 | 2.2 | 19 | -14 | 5
> CCN(CC)c1ncnc2c1cnn2Cc1ccc(Cl)cc1
    -19 | -8 | 24 | -22 | 1 | -0.5 | 41 | 7 | 3
> COc1ccccc1CNC(=O)CCn1c(=O)sc2ccccc21
    17 | 3 | 21 | 11 | -1 | -0.1 | 14 | 18 | 0
> COc1ccc(S(=O)(=O)CCC(=O)Nc2ccc(OC)cc2OC)cc1
    24 | -10 | 10 | 6 | -2 | 0.7 | 14 | 5 | -2
> Cc1cc(C)c(S(=O)(=O)Nc2ccc[nH]c2=O)c(C)c1
    8 | 2 | 16 | 15 | 0 | 0.4 | 16 | 5 | -1
> Cc1ccc(S(=O)(=O)N2CCCN(S(=O)(=O)c3ccc(C(F)(F)F)cc3)CC2)cc1
    32 | -4 | -1 | 13 | 5 | 0.9 | -1 | -17 | -1
> CCOC(=O)CCc1c(C)c2ccc3c(c2oc1=O)CN(CCCO)CO3
    4 | -4 | 11 | -8 | 1 | -0.3 | 3 | 3 | -3
> CCCCCCSc1nc(O)c(C2OC(=O)c3c2ccc(OC)c3OC)c(=O)n1CC (configuration not stated)
    9 | -1 | 1 | 20 | -1 | -0.8 | 16 | 4 | -2
> CCOC(=O)c1ccc(N2C(=O)CC(N3CCC(C(N)=O)(N4CCCCC4)CC3)C2=O)cc1 (configuration not stated)
    5 | -4 | -1 | -18 | -5 | 1.9 | 23 | -9 | -1
> CSc1ccc(/C=N/n2c(C)cc(C)cc2=O)cc1
    -54 | -2 | 17 | 9 | -1 | 3.8 | 22 | -1 | 0
> Cc1ccc(C)c(S(=O)(=O)N(C)C2(C)CCS(=O)(=O)C2)c1 (configuration not stated)
    -14 | -5 | 3 | -3 | -1 | 0.9 | 0 | -5 | 2
> CCOC(=O)C1CCCN(c2c(NCCN(C)Cc3ccccc3)c(=O)c2=O)C1 (configuration not stated)
    -23 | 6 | 8 | 7 | -1 | 3.6 | 6 | -5 | -1
> Cc1cccc(-c2c3c(nc4c2c(=O)n(C)c(=O)n4C)-c2ccccc2C3O)c1 (configuration not stated)
    37 | 10 | 14 | 4 | -4 | -1.0 | 13 | 3 | 2
> CCn1c(C)c(C)c2cc(C(=O)NC3CCCCCC3)ccc21
    -3 | 0 | 10 | -5 | 0 | 4.3 | 10 | 12 | 4
> Oc1cccc(-c2nc3ccccc3s2)c1
    -147 | -8 | 34 | 6 | -1 | 2.5 | 47 | 29 | -5
> CC(NC(=O)c1ccc(CS(C)(=O)=O)cc1)C1CC2CCC1C2 (configuration not stated)
    -7 | -3 | -9 | 10 | -1 | 0.7 | 4 | -11 | 2
> CN(CCOc1ccccc1)CC(=O)Nc1ccc(Cl)c(S(=O)(=O)N(C)C)c1
    17 | -1 | 15 | 3 | -1 | 1.7 | 13 | 18 | 0
> CC(c1nccs1)N(C)C(=O)CCc1nnc(Cc2c[nH]c3ccccc23)o1 (configuration not stated)
    22 | -6 | -2 | 8 | -4 | 1.6 | -5 | -6 | 3
> Cc1ccc(CN2CC(C(=O)Nc3cccc(S(=O)(=O)N4CCCCC4)c3)CC2=O)cc1 (configuration not stated)
    27 | -5 | 12 | 3 | 1 | -0.2 | 19 | 14 | -3
> O=C1CCCC2=C1C(c1cccs1)Nc1ccc3ncccc3c12 (configuration not stated)
    26 | -4 | 5 | 10 | -2 | 3.5 | 4 | -10 | -2
> Cc1cc(C)nc(NC(=NCc2ccc3c(c2)OCO3)NC(=O)Nc2ccccc2)n1
    -14 | 8 | 6 | -2 | -2 | 0.4 | 22 | 4 | 1
> Cc1c(NCc2nc3ccccc3[nH]2)c(=O)n(-c2ccccc2)n1C
    14 | 4 | -36 | 11 | -4 | 5.6 | 43 | 18 | 7
> CCc1c(C)nc2ncnn2c1N1CCN(S(=O)(=O)c2ccc(OC)cc2)CC1
    -4 | 0 | 5 | 6 | -2 | 1.9 | 14 | 12 | -2

Some of the entries so far, in markdown.
| SMILES | Mdm2 MdmX PPI | CXCR6 inh | tim10-1 inh | APJ antagonist | APJ agonist | CHOP UPR activ | tim23-1 inh | TIM10 inh | UPR XBP1 act |
| --- | --- | --- | --- | --- | --- | --- | --- | --- | --- |
| CCn1c(C)c(C)c2cc(C(=O)NC3CCCCCC3)ccc21 | -3 | 0 | 10 | -5 | 0 | 4.3 | 10 | 12 | 4 |
| COc1ccccc1CNC(=O)CCn1c(=O)sc2ccccc21 | 17 | 3 | 21 | 11 | -1 | -0.1 | 14 | 18 | 0 |
